S1P2 agonist – S1P2 (human) receptor agonism; O95136; S1P2-expressing cell line, agonist reporter read-out; activation, % at 4.5 µM; actives 0.46% (n = 97,000); AID 729; in the data active means activation above about 16%;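 further: 0% = vehicle low control and 100% = maximal reference agonist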
Target sequence (O95136 whole entry, looked up): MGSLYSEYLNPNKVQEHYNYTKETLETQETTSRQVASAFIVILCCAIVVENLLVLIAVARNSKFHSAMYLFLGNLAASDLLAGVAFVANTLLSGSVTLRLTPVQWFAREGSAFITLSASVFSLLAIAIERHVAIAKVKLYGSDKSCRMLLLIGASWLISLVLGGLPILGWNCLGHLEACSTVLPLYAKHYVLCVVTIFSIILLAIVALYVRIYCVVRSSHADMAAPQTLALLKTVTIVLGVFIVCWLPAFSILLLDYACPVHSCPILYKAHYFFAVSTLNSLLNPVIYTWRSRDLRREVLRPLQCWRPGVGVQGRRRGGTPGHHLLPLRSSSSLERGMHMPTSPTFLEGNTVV
Ecoli WT expand – E. coli BW25113 growth inhibition, expanded screen | OD600 absorbance | growth inhibition, % at 100 µM | actives 0.15% (n = 98,000) | AID 710;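 active means growth inhibition above about 50% at one test dose, limit read from the data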;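 further: growth measured after 20 h incubation at 37 °C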
H69AR growth 86K – blocks growth of human H69AR lung tumor cells | H69AR lung tumor viability, ATP luminescence, 72 h; hits give low values | viability, % at 10 µM | actives 6% (n = 85,000);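 active means viability at or below 40%; inactive means viability above 40%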;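 further: multidrug resistant small cell line overexpressing MRP-1 efflux transporter; 100% = mean luminescence of untreated control wells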
HUVEC inhibit – inhibitors of human endothelial cell proliferation. HUVEC proliferation, CellTiter-Glo luminescence, 72 h; hits give low values. viability, % at 10 µM (by protocol). actives 1.1% (n = 86,000);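 active means viability at or below 30%; inactive means viability above 30%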;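 further: 100% = median luminescence of DMSO-only cell control wells on each plate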
Fibroblast inh – blocks proliferation of human lung fibroblasts | LL 47 human lung fibroblast viability, ATP luminescence; hits give low values | viability, % at 10 µM | actives 1.1% (n = 85,000);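 active means viability at or below 50% in the single dose screen; inactive means viability above 50%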;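 further: compound exposure lasted 72 h before the ATP readout; 100% = median luminescence of untreated cell-only wells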
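Material: human LL 47 lung fibroblast cells; quantity: 1,150 cells/well; medium: IMEM plus 15% FBS; doses: 0.1% DMSO in all compound wells; timing: overnight attachment after seeding, then 72 h compound exposure at 37 °C; detection: CellTiter-Glo luminescence; measure: % viability of median cell-only signal; controls: cell-only wells, no compound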
PostGolgi yeast – growth inhibition of a yeast mutant, post-Golgi transport screen; post-Golgi transport phenotypic cell assay; inhibition, % at 10 µM; actives 0.9% (n = 98,000); AID 739;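 further: yeast cells grown in 1536-well plates; yeast grown about 18 h at 30C before absorbance read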
DAT uptake mod – changed human dopamine transporter uptake under cocaine IC80 | Q01959 | actives 1.3% (n = 110,000) | B-score at 10 µM | AID 449768 | LLC-PK1 hDAT cells, [14C]-dopamine uptake with cocaine IC80; actives deviate in either direction;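 active means Z score or B-score, a plate-position-corrected score, falls beyond the plate's 99.7% confidence bounds, in either direction; inactive means both scores lie inside the 99.7% bounds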;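 further: scored against the spread of the other compound wells on the same plate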
Target sequence (Q01959 whole entry, looked up): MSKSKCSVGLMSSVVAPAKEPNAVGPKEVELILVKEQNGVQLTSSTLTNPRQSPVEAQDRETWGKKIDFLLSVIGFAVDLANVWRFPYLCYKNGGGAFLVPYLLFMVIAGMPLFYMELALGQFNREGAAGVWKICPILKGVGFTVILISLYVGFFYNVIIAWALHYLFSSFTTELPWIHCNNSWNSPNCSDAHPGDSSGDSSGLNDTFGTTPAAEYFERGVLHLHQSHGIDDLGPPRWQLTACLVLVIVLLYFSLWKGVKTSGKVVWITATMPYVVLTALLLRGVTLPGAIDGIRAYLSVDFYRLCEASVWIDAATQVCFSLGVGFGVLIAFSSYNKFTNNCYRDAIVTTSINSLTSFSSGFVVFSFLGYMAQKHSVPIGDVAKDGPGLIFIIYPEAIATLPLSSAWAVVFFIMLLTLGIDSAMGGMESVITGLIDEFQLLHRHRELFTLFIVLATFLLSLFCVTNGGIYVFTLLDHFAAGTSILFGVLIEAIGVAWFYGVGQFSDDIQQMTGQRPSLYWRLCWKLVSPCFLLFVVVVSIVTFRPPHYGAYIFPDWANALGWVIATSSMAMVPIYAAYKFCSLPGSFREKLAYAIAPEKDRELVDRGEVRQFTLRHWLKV
S1P2 blocker – blocks the human S1P2 receptor; cell-based S1P2 antagonist assay, inhibition at 5 uM; inhibition, % at 5 µM; actives 0.21% (n = 97,000); AID 736; in the data active means inhibition above about 45%;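 further: CRE beta-lactamase reporter cells expressing human S1P2 stimulated with S1P; 0% = agonist at EC80 alone and 100% = agonist plus reference antagonist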
PostGolgi ctrl – growth of the yeast control strain, post-Golgi counter-screen | efflux-deficient yeast background strain, growth absorbance A615, 16 h | inhibition, % at 10 µM | actives 5% (n = 98,000)
* hit, by the source's call; / = not tested or not shown; & = joins results of further samples. Unless noted, no stated cut-off is given here; in the data, active means inhibition above about 30%; inactive means the rest.

SMILES	S1P2 agonist	Ecoli WT expand	H69AR growth 86K	HUVEC inhibit	Fibroblast inh	PostGolgi yeast	DAT uptake mod	S1P2 blocker	PostGolgi ctrl
CCOC(=O)c1sc(NC(=O)c2ccc(Br)o2)cc1C	-3.5	-4.0	70.7	85.9	91.8	27.6	-0.147	24.7	3.6
COc1ccc2[nH]c(=O)c(CN(C(=O)c3ccccn3)C3CCCCC3)cc2c1	-0.7	17.0	79.0	89.6	96.8	11.9	0.246	-33.5	5.5
CCS(=O)(=O)NCCCCc1ccccc1	-3.7	4.0	95.9	97.8	97.6	2.0	0.255	5.1	4.0
Cc1ccc2[nH]c(=O)c(CN(Cc3ccc4c(c3)OCO4)Cc3nnnn3C3CCCC3)cc2c1	/	-8.0	11.4*	65.0	87.1	1.0	/	/	24.8
Cn1c(-c2ccccc2O)cc2ccccc21	-5.4	/	84.9	100.6	91.1	/	-0.0619	5.2	/
CCOC(=O)c1c(NC(=O)CCCN2CCOCC2)sc2c1CC(C)(C)OC2	-2.3	10.0	93.0	98.7	91.1	-0.5	0.713	18.6	12.2
CNc1nc(SC)nc(N2CCOCC2)n1	-2.9	9.0	93.4	110.1	95.0	6.1	-0.784	-6.5	7.5
Cc1cc(C(=O)Nc2cccnc2)no1	-1.8	-27.0	103.1	102.4	102.1	2.3	-0.375	-15.1	15.2
CC(C)C(=O)N(c1ccc(F)cc1)C1C=CS(=O)(=O)C1 (configuration not stated)	-4.2	0.0	99.4	96.1	95.7	-0.3	/	12.4	-1.2
CCOc1cc(C)c(C(C)C)cc1S(=O)(=O)n1ccc(C)n1	-1.3	-8.0	92.3	83.9	99.6	7.0	0.0765	-20.5	27.0
O=C(Nc1ncnc2sc3c(c12)CCCCC3)c1ccco1	-3.4	-4.0	52.6	100.1	90.1	-7.9	-0.16	7.3	5.1
CCOc1ccc(CCNC(=O)C2CCCN(c3nn4c(=O)cc(C)nc4s3)C2)cc1 (configuration not stated)	/	6.0	71.9	93.5	109.2	5.3	1.33	/	4.7
c1ccc(-n2nnnc2NCCCN2CCOCC2)cc1	-2.3	-1.0	102.5	92.9	86.0	0.6	0.128	-16.5	-6.8
CC(C)(C)C(=O)Nc1ccc(C(=O)NNC(=O)Cc2ccccc2)cc1	1.3	2.0	/	/	/	-0.9	-0.561	7.7	4.4
O=C(O)COc1cccc2ccccc12	-5.2	-5.0	95.7	91.2	105.4	-9.3	-0.41	-13.7	15.6
Cc1ccc(Cn2ccc(NC(=O)c3nc4ncccn4n3)n2)cc1	-1.4	1.0	93.7	111.4	101.2	-0.9	0.0455	14.5	1.1
CCOc1ncccc1C(=O)Nc1ccc2c(C)cc(=O)oc2c1	/	5.0	/	/	/	-4.1	-0.0101	/	4.3
c1ccc(-c2nnc(CSc3nnc(-c4cccs4)o3)o2)cc1	-5.3	-4.0	101.4	100.9	100.7	5.3	0.15	13.0	11.0
O=C(NCc1cccnc1)c1ccc(CS(=O)(=O)Cc2ccc(Cl)cc2)o1	-3.8	1.0	93.2	93.6	97.2	-0.2	1.09	5.7	4.9
CSc1ccc(S(=O)(=O)Nc2ccc(N3CCOCC3)c(Cl)c2)cc1	-4.6	-4.0	107.9	103.0	98.0	-14.9	0.532	-1.7	3.3
O=C(NC1CCS(=O)(=O)C1)Oc1ccc(Cl)cc1 (configuration not stated)	0.3	6.0	88.2	81.3	90.2	17.1	-0.0634	-7.4	6.7
Cc1cccnc1NC(=O)COc1ccc2oc3c(c2c1)CCCC3	-3.3	1.0	73.4	94.5	95.4	9.1	0.454	-5.8	4.4
CCOC(=O)CSc1nnc(CNc2cccc(Cl)c2)n1C	-0.4	/	98.1	92.0	101.0	/	-0.427	-17.6	/
O=C(Nc1nc2ccccc2n1Cc1ccccc1)c1ccc(COc2ccccc2[N+](=O)[O-])o1	-2.2	-8.0	/	/	/	-5.9	-0.359	-10.7	5.7
CCn1c(C(=O)N2CCC(C(=O)NCCCSC3CCCCC3)CC2)cc2sccc21	-0.8	-27.0	61.0	64.9	88.2	-1.3	1.25&0.166	-6.6	20.5

Next section, starting with the last 3 of the part before.
SMILES	S1P2 agonist	Ecoli WT expand	H69AR growth 86K	HUVEC inhibit	Fibroblast inh	PostGolgi yeast	DAT uptake mod	S1P2 blocker	PostGolgi ctrl
CCOC(=O)CSc1nnc(CNc2cccc(Cl)c2)n1C	-0.4	/	98.1	92.0	101.0	/	-0.427	-17.6	/
O=C(Nc1nc2ccccc2n1Cc1ccccc1)c1ccc(COc2ccccc2[N+](=O)[O-])o1	-2.2	-8.0	/	/	/	-5.9	-0.359	-10.7	5.7
CCn1c(C(=O)N2CCC(C(=O)NCCCSC3CCCCC3)CC2)cc2sccc21	-0.8	-27.0	61.0	64.9	88.2	-1.3	1.25&0.166	-6.6	20.5
O=C(Cn1cc2c(n1)CCCC2)NC1CCCCCC1	/	0.0	96.5	107.8	102.3	8.3	1.58	/	-8.9
Cc1c(NC(=O)CN2CCN(C(c3ccccc3)c3ccccc3)CC2)c(=O)n(-c2ccccc2)n1C	-4.8	4.0	62.5	95.9	105.2	-8.5	0.921	24.3	7.0
CCOc1ccc(N(C)S(=O)(=O)c2ccc3[nH]cc(C(=O)NCC4CCCO4)c(=O)c3c2)cc1 (configuration not stated)	-3.1	-9.0	73.6	75.7	99.5	-8.9	-0.834	5.4	-0.9
COc1cc(NC(=O)CN(C)S(=O)(=O)c2ccc(C)cc2)cc(OC)c1	-12.4	-7.0	86.7	101.0	105.1	8.6	0.415	-15.6	-9.7
Cc1cc(C)c(C2C(C#N)=C(N)Oc3n[nH]c(C)c32)cc1CN1CCCC1 (configuration not stated)	-4.3	5.0	93.9	90.8	92.6	3.0	0.0309	10.6	3.3
Cc1nn(-c2ccccc2)c(C)c1C1C(C#N)=C(N)Oc2n[nH]c(C)c21 (configuration not stated)	-3.0	/	90.6	83.4	96.1	/	-0.232	18.0	/
COc1ccc(C2C(C(=O)OCC3CCCO3)=C(C)NC3=C2C(=O)CC(c2ccco2)C3)cc1O (configuration not stated)	-14.8	-4.0	91.6	101.8	85.7	-19.4	0.244	-4.3	19.6
O=C(Oc1oc(-c2ccco2)nc1C=Nc1ccccc1)c1ccco1	-2.2	0.0	38.8*	87.1	85.8	-7.1	/	5.0	-2.2
O=C(NCC1CCCO1)C1CCCN(c2ncccn2)C1 (configuration not stated)	/	-7.0	100.0	93.6	100.0	1.0	-0.459	/	3.7
O=C(CCN1C(=O)COc2ccccc21)N1CCCCC1	0.6	6.0	89.0	104.2	98.7	26.1	0.323	-14.8	2.1
CC1CCCCC1NC(=O)CSc1nnc(N)s1 (configuration not stated)	0.4	9.0	96.1	97.5	97.2	-0.2	-0.21	-10.5	10.8
CC(=O)C1=C(C)NC(SCC(=O)c2ccccc2)=C(C#N)C1c1ccco1 (configuration not stated)	-3.5	-12.0	62.9	72.2	/	2.3	-1.41	-4.9	26.4
O=C(Nc1ccc(F)cc1)N(Cc1nnc2n1CCCCC2)c1ccccc1	-0.7	-3.0	103.8	91.6	90.5	3.5	-0.504	15.1	-2.1
CC1CCCC(NC(=O)CSc2nnc(N)s2)C1C (configuration not stated)	-0.2	-2.0	99.4	98.3	97.2	3.0	0.0587	11.9	7.3
O=C(c1ccco1)n1c(=S)nc2ccccn21	-1.0	6.0	72.2	90.1	90.5	-11.6	0.423	-4.3	26.9
CC(=O)Nc1ccc(C2Nc3ccccc3C(=O)N2C2CCCCC2)cc1 (configuration not stated)	-2.3	8.0	95.1	85.1	/	7.7	-0.255	-2.9	17.5
O=[N+]([O-])c1ccc(NCCNc2ccc(Cl)nn2)cc1	-4.6	13.0	88.2	93.0	93.7	-1.6	-0.186	8.9	13.2
CCCCCCC(=O)Nc1nc(C)c(-c2csc(Nc3ccccc3OC)n2)s1	-5.5	-6.0	/	/	/	-9.9	0.0259	8.0	3.5
COc1ccc(-c2c(C(C)=O)c(C)nc3sc4c(c23)NC(c2ccccc2)NC4=O)cc1 (configuration not stated)	-12.6	-12.0	/	/	/	5.5	-2.28	-16.0	9.8
Cc1ccc2c(c1)nnn2C1CCN(S(=O)(=O)c2ccc(C(=O)N(C)C3CCCCC3)cc2)CC1	/	-12.0	31.6*	74.9	102.7	3.5	-0.0487	/	20.5
Cc1nc2ccccc2nc1SCC(=O)N1CCC(C)CC1	-3.9	8.0	75.0	105.1	93.4	10.3	-0.379	0.8	17.3
COC(=O)c1c(F)c(F)c(N2CCOCC2)c(F)c1F	/	5.0	98.7	93.0	102.9	-6.9	0.225	/	5.6
CCN(CC)Cc1c(CC(C)C)oc(C)c1C(=O)O	-5.8	-2.0	116.3	100.7	101.8	-3.0	1.45	-8.2	1.2
CC1(C)CC(=O)C2=C(C1)NC(=O)CC2c1cc2c(cc1Br)OCO2 (configuration not stated)	-7.6	2.0	90.8	109.4	100.0	1.8	0.000791	17.2	11.9
O=C(CSc1ccc2nnc(-c3cccnc3)n2n1)NCC1CCCO1 (configuration not stated)	/	1.0	94.4	102.2	100.6	-1.6	0.293	/	-5.0

(further entries)
SMILES	S1P2 agonist	Ecoli WT expand	H69AR growth 86K	HUVEC inhibit	Fibroblast inh	PostGolgi yeast	DAT uptake mod	S1P2 blocker	PostGolgi ctrl
Cc1cnc(NC(=O)CSc2c(Cl)cccc2Cl)s1	-6.8	-9.0	96.7	113.2	96.7	-1.1	-1.43	12.9	18.8
COc1cc(OC)cc(C(=O)Nc2ccccc2NC(C)=O)c1	-3.0	-1.0	80.1	92.4	98.1	5.8	-0.16	2.1	8.8
CCCCNC(=S)N(C)/N=C/c1ccccc1C(=O)O	-2.5	5.0	/	/	/	0.6	-0.0311	1.1	2.4
COC(=O)c1ccc(COc2ccc(C3C4=C(CCCC4=O)Nc4onc(C)c43)cc2)cc1 (configuration not stated)	-2.8	-4.0	86.4	96.4	101.0	2.7	1.79	13.1	15.0
CCN(CC(=O)NCc1ccccn1)S(=O)(=O)c1ccc(Cl)cc1	0.2	6.0	100.2	94.0	102.4	4.4	-0.0245	24.2	27.3
CCOc1ccc(-c2cc(NC(=O)Cn3ncc4c3-c3ccccc3OC4)on2)cc1OCC	0.8	-14.0	30.4*	49.9	93.9	5.1	0.0839	-22.7	-9.5
Cc1ccc(C)c(C(=O)CSc2nnnn2-c2cccnc2)c1	-0.3	2.0	94.2	92.6	100.6	2.9	0.913	-1.7	8.2
Cc1ccc2nc(Cc3ccc(N)cc3)oc2c1	-0.9	2.0	86.0	82.5	89.3	-2.2	-0.0223	7.4	2.6
CN(C)c1nc2ccccc2c(N)c1-c1ccccc1	-1.7	8.0	52.3	85.0	88.2	-7.6	-0.631	16.3	11.6
Oc1ccc2ccccc2c1C=Nc1ccccc1-c1nc2ccccc2[nH]1	-1.0	6.0	/	/	/	1.1	1.1	5.6	16.9
COC(=O)c1[nH]c2ccccc2c1NC(=O)CN1CCCCCC1	-3.5	0.0	90.9	88.9	96.1	-9.4	0.0413	16.6	7.5
O=C(CSc1nnc2ccccn12)Nc1ncc(Cl)cc1Cl	-2.8	3.0	89.4	98.5	100.1	-2.4	0.0105	-6.0	1.1
CC(O)(CS(=O)(=O)Cc1cccc(C(F)(F)F)c1)C(=O)Nc1cccc(C(F)(F)F)c1 (configuration not stated)	-8.3	1.0	/	/	/	-3.1	-0.536	-0.8	4.4
Cc1ccc(S(=O)(=O)N(C)CC(=O)N2CCCC2)cc1	-0.9	/	108.9	94.1	93.2	/	-1.75	-1.4	/
Cc1cc(SCC(=O)N2CCCC2)nc2ccccc12	-8.5	6.0	60.6	95.1	98.9	6.3	1.66	-4.3	7.0
COC(=O)c1ccc(C2NC(C(=O)O)CS2)cc1 (configuration not stated)	-5.4	-2.0	99.1	116.1	104.5	3.1	0.537	-22.9	7.0
